From PubChem BioAssay
ABHD4 inh = ABHD4 inhibitors, primary screen, biochemical, fluorescence polarization, mouse | purified mABHD4, FP-Rh probe fluorescence polarization | inhibition, % at 8.92 µM | actives 0.54% (n = 370,000);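 active means inhibition exceeding the mean over every tested compound plus 3 SD, cut at about 30% in these data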;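 further: 0% = plate median of compound wells and 100% = S159A mutant with DMSO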
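Assay system: mouse ABHD4 enzyme, wild type / Also added: fluorescent activity-based probe FP-Rh / Doses: single nominal dose of 8.92 µM, 0.89% DMSO final / Timing: 45 min compound pre-incubation plus 60 min probe step, 25 °C / Signal: FP readout, ex 525 nm / em 598 nm / Control set: S159A mutant/DMSO as 100%, compound-well median as 0%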
PRMT1 FP inh = PRMT1 methyltransferase inhibitors, primary screen, biochemical, fluorescence polarization; Protein arginine N-methyltransferase 1 (Homo sapiens), Q99873; recombinant PRMT1, activity-based probe fluorescence polarization; inhibition, % at 2.79 µM; actives 1.3% (n = 370,000);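 active means inhibition above about 21% made by adding two undisclosed values, limit read from the data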
LEDGF integ inh = blockers of LEDGF/p75-dependent integrase strand transfer – biochemical, TR-FRET, high throughput, primary screen. HIV-1 integrase (with human LEDGF/p75). TR-FRET IN-LEDGF/p75 DNA integration, Eu/Cy5. inhibition, % at 3.7 µM. actives 0.64% (n = 370,000). AID 743269, 2014;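 active means inhibition above the screen-wide mean plus 3 SD, cut at about 13% in these data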;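 further: signal is the Cy5 over europium emission ratio at 671 and 618 nm; 0% = plate median of compound wells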
MBD2 inh = inhibitors of MBD2 binding to methylated DNA, primary screen, biochemical, TR-FRET, DNA-binding domain, human; MBD2 binding to methylated oligonucleotide; actives 0.31% (n = 370,000); Methyl-CpG-binding domain protein 2 (Homo sapiens), Q9UBB5; inhibition, % at 4.4 µM; in the data active means inhibition above about 13%
Target sequence (Q9UBB5 whole entry, looked up, the tested form may be a part): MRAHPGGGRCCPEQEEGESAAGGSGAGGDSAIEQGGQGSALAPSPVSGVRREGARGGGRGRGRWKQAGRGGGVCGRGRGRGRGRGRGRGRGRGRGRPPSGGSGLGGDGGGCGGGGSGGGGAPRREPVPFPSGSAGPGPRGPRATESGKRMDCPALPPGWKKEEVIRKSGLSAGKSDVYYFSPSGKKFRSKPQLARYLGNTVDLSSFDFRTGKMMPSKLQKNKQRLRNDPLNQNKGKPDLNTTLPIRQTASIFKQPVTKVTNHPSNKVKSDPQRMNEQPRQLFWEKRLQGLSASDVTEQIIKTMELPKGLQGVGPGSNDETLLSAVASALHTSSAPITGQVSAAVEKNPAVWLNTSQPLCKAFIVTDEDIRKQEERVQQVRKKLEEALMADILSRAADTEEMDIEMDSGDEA
rCAG binder = binders of r(CAG) RNA repeats, primary screen, biochemical, fluorescence; AID 651821, 2012; inhibition, % at 3 µM; r(CAG) RNA repeat, TO-PRO-1 dye displacement fluorescence; actives 1.3% (n = 370,000);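 active means inhibition above the plate cutoff, the mean of all test compounds on that plate plus 3 SD, cut at about 35% in these data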;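 further: 0% = DMSO alone and 100% = 100 µM mitoxantrone as full dye displacement; higher means more dye released from RNA so lower well fluorescence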
TCR-CD3 inh = inhibitors of human TCR-CD3 interaction, primary screen, biochemical, fluorescence, TAMRA-labeled TCR probe. T-cell receptor (TCR). inhibition, % at 9.4 µM. actives 0.37% (n = 360,000). AID 651800, 2012; in the data active means inhibition above about 19%;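 further: recombinant mutant TCR 2C K166C tagged with TAMRA read by polarization; 0% = receptor in buffer alone and 100% = receptor with positive control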
Rev-erbA mod = modulators of Rev-erb alpha DNA binding, primary screen, biochemical, FITC-DNA, fluorescence polarization, uHTS; Nuclear receptor subfamily 1 group D member 1 (Homo sapiens), P20393; Rev-erbα–FITC-DNA binding, 90 min; activity, % at 10 µM; actives 0.79% (n = 370,000);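 active means activity above about 14%, limit read from the data; passing the limit was not always enough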;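 further: 0% = DMSO wells with 35 nM protein and 100% = DMSO wells with 750 nM protein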
Target sequence (P20393 whole entry, looked up): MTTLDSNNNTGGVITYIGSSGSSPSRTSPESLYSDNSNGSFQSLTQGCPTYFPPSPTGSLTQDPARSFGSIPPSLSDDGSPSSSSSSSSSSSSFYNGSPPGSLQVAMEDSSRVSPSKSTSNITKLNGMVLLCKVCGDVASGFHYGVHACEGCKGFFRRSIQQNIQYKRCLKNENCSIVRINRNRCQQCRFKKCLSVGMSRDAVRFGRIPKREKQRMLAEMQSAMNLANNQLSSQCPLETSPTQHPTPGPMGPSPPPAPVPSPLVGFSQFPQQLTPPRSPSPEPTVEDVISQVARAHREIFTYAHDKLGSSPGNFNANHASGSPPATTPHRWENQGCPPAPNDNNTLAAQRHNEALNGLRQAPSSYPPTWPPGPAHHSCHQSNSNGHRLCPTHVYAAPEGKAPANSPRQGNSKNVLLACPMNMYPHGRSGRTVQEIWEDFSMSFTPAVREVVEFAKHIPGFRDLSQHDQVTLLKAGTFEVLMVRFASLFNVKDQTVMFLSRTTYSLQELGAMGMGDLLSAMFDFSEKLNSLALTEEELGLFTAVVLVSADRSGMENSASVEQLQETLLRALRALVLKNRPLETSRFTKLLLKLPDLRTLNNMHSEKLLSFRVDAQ
PG9 Ab binder = binders of HIV-1 gp120 antibody PG9, primary screen, biochemical, TR-FRET | inhibition, % at 6.7 µM | HIV-1 gp120 / PG9 antibody interaction | actives 0.43% (n = 360,000) | TR-FRET gp120-PG9 antibody binding; in the data active means inhibition above about 8.5%
UHRF1 binding = UHRF1 methylated DNA binding inhibitors, primary screen, counter-screen for MBD2 inhibitor project, biochemical, TR-FRET, human UHRF1, single concentration; E3 ubiquitin-protein ligase UHRF1 (Homo sapiens), Q96T88; UHRF1 binding to methylated oligo; inhibition, % at 4.4 µM; actives 0.75% (n = 370,000); AID 687016, 2013; in the data active means inhibition above about 21%;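 further: UHRF1 SRA domain binding a hemimethylated CpG hairpin DNA probe; 0% = median of test compound wells and 100% = reference inhibitor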
HTRA1 inh = HTRA1 serine protease inhibitors, primary screen, biochemical, fluorescence polarization, HTS. Q92743. recombinant HTRA1, FP-rhodamine activity-based probe. inhibition, % at 5.96 µM. actives 0.5% (n = 340,000); in the data active means inhibition above about 36%;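 further: 0% = enzyme with DMSO and 100% = wells lacking enzyme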
* = called active by the depositor; . = not tested or not shown. The list is partial (hit frequency here may not be typical).

SMILES	ABHD4 inh	PRMT1 FP inh	LEDGF integ inh	MBD2 inh	rCAG binder	TCR-CD3 inh	Rev-erbA mod	PG9 Ab binder	UHRF1 binding	HTRA1 inh
O=C(c1cc([N+](=O)[O-])ccc1N1CCN(S(=O)(=O)c2ccc(Cl)c(Cl)c2)CC1)N1CCOCC1	-1	3	0	-1	1	8	-2	-2.0	-2	2
c1ccc(C2COC(c3cccs3)=N2)cc1 (stereo not drawn)	4	-4	3	-9	1	5	-6	0.8	-3	7
CCN(C(=O)CSc1nnc(-c2ccccc2F)n1N)c1c(N)n(Cc2ccccc2)c(=O)[nH]c1=O	0	-3	7	-6	-1	-1	6	-0.2	1	3
CNc1nc(NCCOC23CC4CC(CC(C4)C2)C3)nc(OCC(F)(F)F)n1	9	-4	-1	2	-1	-1	5	0.6	7	1
COc1ccccc1C(C)NC(=O)Cc1ccsc1 (stereo not drawn)	-2	-1	6	-2	3	4	-6	0.7	-4	-3
Cc1ccnc(NC(=O)CCC(=O)N(CC(=O)NC(C)(C)C)C2CCCC2)c1	-1	1	0	-3	-8	5	6	0.7	-4	3
C=C1C(=O)C23CCC4C(C)(C(=O)OC)CCCC4(C)C2CCC1(O)C3 (stereo not drawn)	0	29*	-2	-1	2	1	7	3.7	3	-4
CCc1nc2ccc(C(=O)NCCCn3ccnc3)cn2c1N(C)CCCc1ccccc1	6	1	2	-1	1	3	-1	-0.9	-1	.
COc1cc(NC(=O)CN2C(=O)COc3ccc(S(=O)(=O)N4CCOCC4)cc32)cc(OC)c1	-2	-2	2	-1	1	1	9	-2.1	-2	2
CC(=C/c1ccc(C(C)C)cc1)/C=N/NC(=O)CSc1ccccn1	-24	-1	-3	-1	2	5	6	-2.1	0	-38
COc1cccc(NC(=O)Cn2cnc3sc(C)c(S(=O)(=O)N4CCCCC4)c3c2=O)c1	-4	-1	-4	1	1	3	7	5.0	0	-4
Cc1ccc2c(c1)nnn2C1CCN(S(=O)(=O)c2ccc(C(=O)N(C)C)cc2)CC1	6	-2	8	-2	1	-4	-2	0.9	8	-2
Cc1ccc(-c2cc(C(=O)Nc3cccnc3)c3ccccc3n2)s1	-18	2	-1	0	6	-5	2	1.0	2	-43
Cc1ccc(C(C(=O)NC2CCCCC2)N(C(=O)Cc2c[nH]c3ccccc23)c2ccccc2)o1 (stereo not drawn)	2	-1	0	-1	-4	8	0	-0.8	-2	-10
CCCCOc1ccc(C(=O)N(Cc2ccccc2)C2CCS(=O)(=O)C2)cc1 (stereo not drawn)	-5	1	-2	1	-8	4	8	-0.9	15	0
CN(C)S(=O)(=O)c1ccc(N2CCCC2)c(C(=O)Nc2nc(-c3ccc(F)cc3)cs2)c1	1	1	-8	3	2	-5	3	-1.7	2	-2
CC1CC(C)CN(C(=O)COC(=O)CCC(=O)c2cccs2)C1 (stereo not drawn)	-9	5	-1	11	2	2	-1	-0.3	4	3
O=C(NCc1ccco1)c1cc2cc3ccc(Cl)cc3nc2o1	-7	12	7	-11	7	7	4	-1.8	-16	-3
c1ccc2c(c1)[nH]c1c(N3CCOCC3)ncnc12	6	-1	-1	6	2	1	0	-1.8	14	-14
COc1ccc(OC)c(CC(NC(C)=O)C(=O)NC2CCN(c3nnnn3-c3ccccc3)CC2)c1 (stereo not drawn)	-1	0	5	-6	-3	8	1	0.4	-1	.
CCOC(=O)N1CCN(C(=O)CSc2nc(CC)nc3c2c(=O)n(C)c(=O)n3C)CC1	2	2	-11	5	0	-2	-5	-0.5	2	0
CN(C)N=C1c2cc(S(=O)(=O)N(C)C)ccc2-c2ccc(S(=O)(=O)N(C)C)cc21	1	0	-6	0	7	-1	3	-1.0	0	-1
COc1nn(-c2ccccc2)c(=O)c(Cl)c1Cl	0	0	-1	-1	0	-5	-2	0.8	5	7
Cc1ccccc1N1CCN(S(=O)(=O)CC23CCC(CC2=O)C3(C)C)CC1 (stereo not drawn)	3	-1	1	1	-7	-7	1	0.0	1	-7
Cc1nc(SCC(=O)CC(=O)OC(C)C)c(C#N)c(C)c1C	1	7	-1	2	-2	-2	6	1.0	0	-3
CCCn1c(SCC(=O)c2ccc3c(c2)OCCO3)nc2c1c(=O)n(C)c(=O)n2C	-4	1	0	3	1	-1	-3	-1.1	2	-2
O=C(COC(=O)c1cccs1)NCCC1=CCCCC1	-6	0	3	1	-1	-4	-1	1.2	8	-3
COc1ccc(NC(=O)c2cc(C)on2)cc1OC	6	1	3	-1	0	2	-3	2.9	-3	2
CC(C)N1CCC(N2CCN(C3CCCC3)CC2CCO)CC1 (stereo not drawn)	2	-1	1	5	-3	9	-2	-1.2	5	4
Cc1onc(C(=O)N2C(C)CCCC2C)c1[N+](=O)[O-] (stereo not drawn)	1	2	3	1	0	-4	-2	0.1	1	1

3 entries from above, ordered by SMILES length, largest number first:
SMILES	ABHD4 inh	PRMT1 FP inh	LEDGF integ inh	MBD2 inh	rCAG binder	TCR-CD3 inh	Rev-erbA mod	PG9 Ab binder	UHRF1 binding	HTRA1 inh
Cc1ccccc1N1CCN(S(=O)(=O)CC23CCC(CC2=O)C3(C)C)CC1 (stereo not drawn)	3	-1	1	1	-7	-7	1	0.0	1	-7
O=C(COC(=O)c1cccs1)NCCC1=CCCCC1	-6	0	3	1	-1	-4	-1	1.2	8	-3
COc1ccc(NC(=O)c2cc(C)on2)cc1OC	6	1	3	-1	0	2	-3	2.9	-3	2

(listing goes on)
SMILES	ABHD4 inh	PRMT1 FP inh	LEDGF integ inh	MBD2 inh	rCAG binder	TCR-CD3 inh	Rev-erbA mod	PG9 Ab binder	UHRF1 binding	HTRA1 inh
CCCCN(Cc1ccc(C(=O)N[C@H](C(=O)O)C(C)C)cc1)C(=O)C(c1ccccc1)c1ccccc1	-3	-4	7	0	15	-1	2	-2.8	0	-9
CC1CN(C(=O)CCc2cc(C(C)(C)C)c(O)c(C(C)(C)C)c2)CC(C)O1 (stereo not drawn)	-1	-1	-1	0	-9	10	4	0.2	-2	-4
Cc1nn(-c2ccccc2)c2c1cc1c(=O)n(C)c(=O)nc-1n2-c1ccccc1F	2	1	-4	-3	-1	2	2	-0.6	0	.
Cn1c(=O)c2c(ncn2CCCC(=N)N2CCOCC2)n(C)c1=O	-1	-1	0	-9	2	13	9	0.5	-3	0
CCNS(=O)(=O)c1ccc2c3c(cccc13)C(=O)N2	0	-3	-4	-8	1	7	12	-0.4	-6	3
CCOc1ccc(-n2c(SCC(=O)NN=Cc3ccc(C(=O)O)cc3)nnc2-c2cccnc2)cc1	-4	0	2	-1	15	.	0	.	-3	.
COc1ccc(C=CC(=O)c2ccc3cc(OC)c(OC)cc3c2)cc1OC	-22	3	4	2	7	3	-5	0.0	12	-50
CC1CCc2c(sc(NC(=O)c3ccc(N4C(=O)CCC4=O)cc3)c2C(N)=O)C1 (stereo not drawn)	0	1	2	-1	4	-2	3	0.3	2	0
Cc1ccc(S(=O)(=O)c2nc(-c3ccccc3)oc2N2CCCC2)cc1	2	0	2	0	1	-1	3	-1.4	4	6
COc1ccccc1-c1nnc(SC2CCc3ccccc3NC2=O)s1 (stereo not drawn)	-2	2	0	-5	6	4	2	-32	-1	-56
Cn1nnc2cc(C(=O)N3CCCCCC3)ccc21	0	0	-1	2	-1	3	1	-0.5	1	6
O=C(Nc1ccccc1)Nc1nnc(-c2ccccc2)s1	-3	6	-5	2	9	-2	0	-0.8	3	-1
COc1ccc(S(=O)(=O)N(c2onc(C)c2Cl)S(=O)(=O)c2ccc(OC)c(OC)c2)cc1OC	-1	12	-3	9	8	-3	3	1.5	5	6
CC1CCCC(NC(=O)COC(=O)[C@@H](NC(=O)c2ccccc2Cl)C(C)C)C1C (stereo partly drawn)	1	-4	1	5	-4	7	2	-2.5	17	-11
COc1ccc(CCCNC(=O)C2(C)Cc3c(-c4ccc(C(N)=O)cc4)ccnc3O2)cc1 (stereo not drawn)	3	1	-4	2	0	-6	-3	0.8	3	.
Cc1ccc(N(CC(=O)NC2CC2)S(=O)(=O)c2ccccc2)c(C)c1	5	6	-1	9	-5	2	5	1.3	1	-2
CC(=O)c1ccc(NC(=O)Cc2cccs2)cc1	8	1	-5	3	10	-7	2	0.0	3	4
O=C(NCc1ccccc1)[C@@H]1CCCN1C(=O)[C@H]1CCCN1C(=O)c1cccc(F)c1	1	-5	-4	-2	-2	-1	-1	-1.6	0	.
CCOc1ccc(NC(=O)c2c(NC(=O)CN3CCCC3)sc3c2CCC3)cc1	4	-2	3	0	1	8	-1	-0.1	1	-2
COc1ccc2oc(C(=O)OC(C)C(=O)N(C)c3ccccc3)c(C)c2c1 (stereo not drawn)	-1	-3	1	-8	-3	0	-3	-1.1	-2	-9
Cc1ccc(S(=O)(=O)N2CC(=O)Nc3ccccc32)c(C)c1NS(C)(=O)=O	2	-5	6	-2	1	4	2	-1.3	-5	9
CN(C1CCCCC1)C(CNS(=O)(=O)c1ccc(Cl)cc1)c1ccccc1 (stereo not drawn)	-5	1	-1	2	-1	-3	2	0.2	1	-6
CCOC(=O)c1sc(=S)n(CC)c1N	-4	0	1	-5	0	7	-2	-0.4	0	0
C/C(=N\NC(=O)C(C)Oc1ccc([N+](=O)[O-])cc1)c1ccccn1 (stereo not drawn)	5	0	-1	-3	3	-1	0	-3.8	6	0
CCC(Sc1nc2n[nH]c(C)c2c(=N)n1-c1cccc(Cl)c1)C(=O)NCCOC (stereo not drawn)	-6	-3	3	4	-7	1	-4	-0.2	-2	-22
COC(=O)[C@@H]1C(c2c(OC)cc(OC)cc2OC)=NO[C@H]1C(=O)OC	-10	5	-4	7	-6	-11	4	0.3	3	13
CC(C)NC(=O)C1(C)CN(S(C)(=O)=O)CC(=O)N1C1CCN(Cc2ccccc2)CC1 (stereo not drawn)	-3	-7	5	0	1	7	-5	-0.3	-3	.
CCC/C=C/c1ccc(CN2C(CC(C)C)C(=O)N(Cc3cn(CCOCOC)nn3)CCS2(=O)=O)cc1 (stereo not drawn)	2	-2	-3	-4	2	-4	-1	-1.1	-1	3
CCCCNC(=O)C(=O)NC(C)CCc1ccccc1 (stereo not drawn)	8	-1	3	0	-6	6	-3	-1.3	5	-4
Cc1ccc(/C=C/C(=O)N2CCCN(C(=O)/C=C/c3ccc(C)cc3)CC2)cc1	9	0	1	1	-3	2	-4	-0.4	-1	-9
CC(C)C[C@H]1COc2cccc(N(C)CCO)c2S(=O)(=O)N1	9	6	1	-1	0	-4	7	0.2	2	.
O=C1CC(=O)N(CCc2ccc(F)cc2)C(=O)N1	-3	17	1	2	24	-6	4	0.4	-2	-10
COc1cccc(NC(=O)CSc2nnnn2C2CCCCC2)c1	0	-1	-1	5	-1	2	-1	-0.5	4	-12
